# Source: PubChem BioAssay (Fisher Drug Discovery Resource Center)
# NPYLR7 agonist: activates Aedes aegypti NPYLR7 receptor | HEK293T NPYLR7/Galpha15, GCaMP6s calcium fluorescence | activation, % at 10 µM | 270,000 tested, 0.15% active | AID 1259423; in the data active means activation above about 40%;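 further: 0% = vehicle and 100% = reference agonist at the receptor; some compounds past the cut are filed as inactive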
# hcGAS lum: inhibitors of human cGAS; Q8N884; 290,000 tested, 0.081% active; inhibition, % at 12.5 µM; recombinant h-cGAS, ATP depletion, Kinase-Glo luminescence;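 further: 0% = vehicle reaction and 100% = reaction without DNA for no activity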
# Target sequence (Q8N884 whole entry, looked up): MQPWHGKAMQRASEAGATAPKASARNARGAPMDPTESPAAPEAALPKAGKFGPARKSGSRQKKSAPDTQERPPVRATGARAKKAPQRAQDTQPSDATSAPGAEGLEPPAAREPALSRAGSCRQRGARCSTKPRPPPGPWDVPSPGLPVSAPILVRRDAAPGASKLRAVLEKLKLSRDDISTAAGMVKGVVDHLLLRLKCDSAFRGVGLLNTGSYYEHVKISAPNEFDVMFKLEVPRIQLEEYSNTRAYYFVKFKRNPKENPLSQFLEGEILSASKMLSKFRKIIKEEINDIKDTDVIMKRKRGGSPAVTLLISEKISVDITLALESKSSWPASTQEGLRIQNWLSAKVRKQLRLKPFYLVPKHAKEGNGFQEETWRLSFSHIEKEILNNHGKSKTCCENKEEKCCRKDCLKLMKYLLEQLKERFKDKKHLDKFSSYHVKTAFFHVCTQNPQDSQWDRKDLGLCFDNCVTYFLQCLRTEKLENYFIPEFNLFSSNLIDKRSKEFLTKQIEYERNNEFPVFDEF
# mcGAS inh: inhibitors of mouse cGAS. recombinant cGAS, Kinase-Glo ATP depletion luminescence. inhibition, % at 12.5 µM. AID 1259399. 160,000 tested, 0.15% active;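 further: 0% = negative control wells and 100% = reference inhibitor with no enzyme activity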
# * = called active by the depositor; x = no result given; & = joins results of further samples. Unless noted, no stated cut-off is given here; in the data, active means inhibition above about 40%; inactive means the rest. Rows are unselected, and some 0.27% of all compounds hit somewhere here.
SMILES,NPYLR7 agonist,hcGAS lum,mcGAS inh
CCc1cc(C(=O)N/N=C\c2ccc(N(C)C)cc2)c2ccccc2n1,-3,2,-3
CCN1CCCC1CNC(=O)c1cc(COc2ccc(C)c(C)c2)on1 (centres undefined),13,-7,x
O=S(=O)(c1cccc2c(Cl)cccc12)N1CCCNCC1,6,-3,-1
COCCn1cc(NC(=O)Nc2ncccc2C)c2ccccc21,14,-9,x
C=CCSc1nnc(-c2cc(OC)cc(OC)c2)n1-c1ccccc1,-3,-4,-4
Cc1cc(C)n(CCc2nc(-c3ccc(C)o3)cs2)n1,-1,-7,x
C=CCn1c(C)c(N2CCOCC2)c(C)c1C(=O)N(C)Cc1ccccc1,18,-4,-6
Cc1ccc2[nH]c(O)c(N=NC(=O)c3ccccc3O)c2c1Br,-4,-3,x
O=C1CCC/C(=N\NC(=O)COc2cccc(F)c2)C1,7,-9,x
COc1cccc2c1OCC(C(=O)N(C)Cc1snnc1C)C2 (centres undefined),7,-2,x
COC(C)c1nc(COc2cc(C)ccc2C(C)=O)cs1 (centres undefined),0,2,x
O=C(CCC1CCN(C(=O)CCc2ccc3c(c2)OCO3)CC1)NC1CC1,8,-9,x
COc1ccccc1-c1n[nH]c(=S)n1C1CCCCC1,-6,-6,x
Cc1nnsc1CN(C)C(=O)c1onc2ccccc12,11,-5,x
Cc1ccc(-c2ccsc2C(=O)NNS(=O)(=O)c2ccc(F)cc2F)cc1,13,-9,-7
COc1ccc(S(=O)(=O)N(CC(=O)N2CCc3sccc3C2COc2cccc(F)c2)Cc2ccco2)cc1 (centres undefined),-3,-5,-6
Cc1cc(N(C)C)nc(NCCNC(=O)Nc2cccc(Cl)c2C)n1,1,0,x
COc1cccc(CC(=O)Nc2ccc3c(c2)CCC3)c1,-2,8,x
O=C(NC(c1ccc(Cl)cc1)C1CC1)c1ccco1 (centres undefined),4,-8,-8
Cc1c(Cl)cccc1S(=O)(=O)N1CCN(C(c2ccccc2)c2ccc(Cl)cc2)CC1 (centres undefined),-3,1,0
Cc1ccc2nc(-c3ccc(C)c(NC(=O)c4cccc(Cl)c4)c3)oc2c1,-5,-6,-7
Cc1c(C(=O)N(C)Cc2ccc(F)cc2)sc(=O)n1CC(=O)N(C)C,2,-2,x
Cc1ccc(-n2ncc3c(=O)n(NC(=O)Cc4cccs4)cnc32)cc1C,3,-16,x
O=S1(=O)CCN2C(c3ccc(Cl)c(Cl)c3)=CSC2=N1,-1,-4,x
CNC(=O)CN1CCC(NC(=O)CCC(=O)c2cc(C)ccc2C)CC1,7,-4,x

# Overlap with the part before: four entries; new compounds follow.
SMILES,NPYLR7 agonist,hcGAS lum,mcGAS inh
Cc1c(C(=O)N(C)Cc2ccc(F)cc2)sc(=O)n1CC(=O)N(C)C,2,-2,x
Cc1ccc(-n2ncc3c(=O)n(NC(=O)Cc4cccs4)cnc32)cc1C,3,-16,x
O=S1(=O)CCN2C(c3ccc(Cl)c(Cl)c3)=CSC2=N1,-1,-4,x
CNC(=O)CN1CCC(NC(=O)CCC(=O)c2cc(C)ccc2C)CC1,7,-4,x
COc1ccc(C2=NN(C(=O)CN3CCC4(CC3)OCCO4)C(c3ccc(C)cc3C)C2)c(OC)c1 (centres undefined),12,-4,-3
O=C(c1cccc2c1NCCC2)N1CC[C@@H](c2ccc3c(c2)OCO3)[C@H](O)C1,-3,-3,x
C=C(C)C1CCC(C)=C1CCC(C)=NNC(N)=O (centres undefined),2,-7,-4
CN1C(=CC=Nc2ccc([N+](=O)[O-])cc2Br)C(C)(C)c2ccccc21,20,-5,x
COc1ccc(CNC(=O)c2cn(Cc3ccccc3OC(C)=O)c(=O)s2)cc1OC,14,0,x
COCCCn1cc(C(=O)N2CCc3ccccc3C2)c2nn(-c3ccccc3)c(=O)c-2c1,7,-1,0
COc1ccc(OC)c(-c2cnc(-c3ccc(CNC(=O)c4cc(Cl)cnc4Cl)cc3)[nH]2)c1,-17,2,0
CN(C)CC1(O)CCCN(C(=O)c2ccc(CO)o2)C1 (centres undefined),6,-8,x
CCC1c2ccsc2CCN1C(=O)c1ccc(S(=O)(=O)N2CCCC2)cc1 (centres undefined),7,-4,-6
CN(Cc1ccccc1Cl)C(=O)CCc1nc2sc3c(c2c(=O)[nH]1)CCC3,-4,-7,-8
CSc1nnc(CN2CCN(Cc3nc(C)no3)CC2)s1,1,3,x
O=C(/C=C/c1ccc([N+](=O)[O-])cc1)Nc1ccc(N2CCCC2)c(C(=O)NCc2cccnc2)c1,12,3,-1
CN(C(=O)C1CC(=O)Nc2cc(F)ccc21)c1ccccc1 (centres undefined),1,-7,x
O=C(CSc1nnnn1C1CCCC1)c1ccc2c(c1)OCO2,11,-9,x
COc1ccc(-c2cc(C(=O)N3CCN(c4ccccc4Cl)CC3)nc3c(-c4ccccc4)c(C)nn23)cc1,2&-8,-7&5,-5&-2
O=C(Nc1ccc(Oc2ccccc2F)cc1)C1CCN(C(=O)C2CCCO2)CC1 (centres undefined),-3,-3,x
O=S(=O)(Nc1ccc(Cl)cc1)c1cnc[nH]1,6,-4,x
COC(=O)C1=C(C)NC(C)=C(C(=O)OC)C1C(=O)OCc1ccc(C(=O)OC)o1,1,-5,x
CCCc1cc2c(=O)c(-c3ccc4c(c3)OCO4)coc2cc1OC(C)C,-6,-6,x
CN(Cc1c(F)cccc1Cl)c1cnn(C(C)(C)C)c(=O)c1Cl,-3,7,-1
CC1Sc2ccc(S(C)(=O)=O)cc2N(Cc2ccc(OC(F)(F)F)cc2)C1=O (centres undefined),-5,2,x
COc1cccc(C(=O)NCCn2ncc3c(=O)n(Cc4ccc(F)cc4)cnc32)c1,-8,-8,-9
CCCN(Cc1c(C)nn(-c2ccccc2)c1N1CCN(C)CC1)C(=O)Nc1cccc(F)c1,0,-6,-5
c1ccc2c(c1)nc(NC1CCCCCCC1)c1nnnn12,3,-2,-3
Cc1ncnc2c1ncn2-c1cccc(NC(=O)C(C)C)c1,-2,0,-1

# Continuation.
SMILES,NPYLR7 agonist,hcGAS lum,mcGAS inh
CCCCCOc1ccc(Nc2ccc(-c3cccc(OC(F)(F)F)c3)cn2)cc1,-12,5,0
CC(=NNc1ncnc2sc(C)c(C)c12)c1ccccn1,59*,45*,x
COc1cccc(C(=O)Nc2c3c(nn2-c2ccc(C)cc2C)CS(=O)(=O)C3)c1,2,-4,x
Cc1ccc(NC(=O)Cn2nnc(C(=O)NCc3ccccc3)c2N)cc1C,-7,-7,-10
NS(=O)(=O)c1ccc(NC(=O)Nc2ccc(F)cc2)cc1,1,-6,-11
N=C1/C(=C/c2ccc(OC(=O)c3ccco3)cc2)C(=O)N=C2SC=CN12,0,-3,x
CCOc1cccc(C(=O)N2CCC(n3c(C)nc4ccc(F)cc43)CC2)c1,x,-7,-5
Cc1ccc[n+](C2=C(c3c(C)[nH]n(-c4ccc(Cl)cc4)c3=O)C(=O)N(CC(C)C)C2=O)c1,7,-2,-11
O=C(OCc1nc(-c2ccc(F)cc2)no1)C1CCS(=O)(=O)C1 (centres undefined),2,0,x
Cc1nc(N)ccc1-c1cccc(O)c1,4,-4,-12
COC(=O)c1ccc(C(=O)N2CC(=O)N(Cc3cccnc3)CC(OCc3ccccc3)C2)cc1 (centres undefined),19,-23,-8
CN(C)C(=O)OCn1cc[n+](C)c1,17,-4,x
CC(C)(CCl)C(=O)N1CCN(c2ncnc3c2nnn3-c2cccc(F)c2)CC1,-2,-5,-10
COn1c(=O)c(C)[n+]([O-])c2ccccc21,3,-7,x
CCOc1ccccc1CN1CCN(Cc2cn[nH]c2-c2ccccc2)CC1CCO (centres undefined),9,-8,x
O=C(CSc1nc2c(c(=O)n1-c1ccccc1)SCC2)N1CCN(c2ccccc2)CC1,7,-7,x
Cn1cnnc1C1CCN(Cc2cc3n(n2)CCNC3)CC1,7,-2,x
CCCNC(=O)CSc1nc2[nH]ncc2c(=O)[nH]1,0,-3,x
O=C(Nc1cccc(C2SCC(=O)N2c2ccc(C(F)(F)F)cc2)c1)c1ccc(Br)cc1 (centres undefined),8,-5,-5
CC12CCC(C/C1=N\Nc1nn[nH]n1)C2(C)C (centres undefined),-15,-6,x
Oc1ccccc1C=NN1CCN(Cc2ccccc2)CC1,-3,-5,-5
Cn1cc(C(=O)NC2CCCCC2)c2[nH]c(=O)n(Cc3ccccc3)c(=O)c21,2,0,x
CSc1nnc2c(n1)OC(c1ccco1)Nc1ccccc1-2 (centres undefined),-1&5,1&4,4
Clc1ccc2nc(-c3ccco3)c(Nc3ccc4c(c3)OCO4)n2c1,-1,0,x
Cc1ccc(C(=O)NCC(=O)N2CCC3CCCCC3C2)cc1C (centres undefined),-3,1,x

# Later entries.
SMILES,NPYLR7 agonist,hcGAS lum,mcGAS inh
Cn1c(=O)oc2ccc(C(=O)N3Cc4cnc(C(C)(C)C)nc4C3)cc21,9,-8,-11
O=C(c1ccc(-c2ccccc2)c(F)c1)C1CCCN(C(=O)c2ccco2)C1 (centres undefined),7,-8,x
C=CCOc1cccn2c(N(C)C(=O)C(C)C)c(CC)nc12,-4,-1,-1
COc1ccccc1COn1c(=O)c(-c2ccco2)[n+]([O-])c2ccccc21,15,-7,x
CCc1nccc(CN2CCCn3nc(C(=O)OC)cc3C2)n1,16,-6,x
CN1CCCN(C(=O)c2cccc(N)c2Nc2ccccc2)CC1,2,-4,-3
Cc1ccc(N=Cc2nc(-c3ccc(C)cc3)oc2O)cc1,-3,-5,x
N#CCCN(C(=O)CCc1ccc(C(F)(F)F)cc1)C1CC1,2,-8,x
Cc1cc(C)n(-c2ccc(NC(=O)C3CCCCN3C(=O)C(=O)c3ccccc3)cc2)n1 (centres undefined),5,-5,-12
CN(C)CCNc1nc(Oc2ccc(Cl)c(Cl)c2)c2sccc2n1,6,-13,x
CCn1c(C)cc(O)c(C(c2ccncc2)N2CCCCC2)c1=O (centres undefined),8,2,x
CC(C)NC(=O)C1(C)CCCN1Cc1ccccc1C#N (centres undefined),0,-8,x
Cc1cccc2c(=O)cc(C)n(CC(=O)Nc3ccc(Br)cc3)c12,0,-3,-1
CC(C)c1nc(CN2CC3(CCCC3)CC2=O)no1,x,4,-2
CCCCN(C(=O)CSc1nc2sccc2c(=O)[nH]1)C(C)CC (centres undefined),1,-4,x
NC(Cc1ccccc1)c1csc(Nc2cc(Oc3ccccc3)ncn2)n1 (centres undefined),-3,-7,-7
CCCC(=O)Nc1ccc(OCC(O)CNC(C)C)c(C(C)=O)c1 (centres undefined),-3&-5&2&4,-3&-5&-3&-3,-5
O=C1CN(C(=S)Nc2c(F)cc(F)cc2F)CC2c3cccc(F)c3CCN12 (centres undefined),35,-13,-6
N=C(N)Sc1cn(CCNC(=O)c2cccc(C(F)(F)F)c2)c2ccccc12,-7,-8,-7
COc1ccc(-c2cc(C(=O)N/N=C\c3cc(OC)c(OC)cc3OC)[nH]n2)cc1,1,-3,-7
COc1cccc(NC(=O)CCC2CCN(C(=O)c3c(C)noc3C)CC2)c1,16,-3,-8
CCCc1nc(C(NC(=O)Cc2cccnc2)c2ccccc2)no1 (centres undefined),-3,-9,-11
COc1cc2c(cc1OC)C(c1cccc(Cl)c1)N(C(=O)Nc1ccc(C)cc1)CC2 (centres undefined),-1,1,-3
CC(C)c1cnc(CN(C)C2CCN(CCn3cncn3)C2)o1 (centres undefined),2,1,x
CCOC(=O)C1CCN(C(=O)c2cc(-c3ccc(F)cc3)n(-c3ccc(C)cc3)c2C)CC1,0,-8,1

# Given with values under each structure: entries from further up
# Each structure is followed by: NPYLR7 agonist | hcGAS lum | mcGAS inh
CC(C)c1nc(CN2CC3(CCCC3)CC2=O)no1
    x | 4 | -2
CCCCN(C(=O)CSc1nc2sccc2c(=O)[nH]1)C(C)CC (centres undefined)
    1 | -4 | x
NC(Cc1ccccc1)c1csc(Nc2cc(Oc3ccccc3)ncn2)n1 (centres undefined)
    -3 | -7 | -7
CCCC(=O)Nc1ccc(OCC(O)CNC(C)C)c(C(C)=O)c1 (centres undefined)
    -3&-5&2&4 | -3&-5&-3&-3 | -5

# Additional records.
SMILES,NPYLR7 agonist,hcGAS lum,mcGAS inh
C=CCC1(CC=C)CCCN1C(=O)C1CCC(=O)N(CCc2ccccn2)C1 (centres undefined),-1,-8,-5
O=C(Nc1ccc(-c2ncccn2)cc1)c1ccc2c(c1)OCCCO2,-3,-4,x
N#Cc1ccc(COC(CN2CCN(C(=O)c3ccccn3)CC2)c2cccc(N3CCCC3)c2)cc1 (centres undefined),-2,-5,-5
CC(C)=C1CC[C@]2(C1)C(=O)CCC1=C2CCCC1=O,-4,-4,x
CCOC(=O)N1CCN(C(c2cccc(C)c2)C2Sc3nc(C)nn3C2=O)CC1 (centres undefined),-9,0,-3
O=S(=O)(c1ccc(C(F)(F)F)cc1)N1CCC(CO)(Cc2cccc(C(F)(F)F)c2)CC1,3,-6,x
CC1(C)O[C@@H]2C[C@@](OCc3ccccc3C#N)(C(=O)NCc3ccco3)CC(OCc3cccc(OC(F)(F)F)c3)[C@@H]2O1 (some centres undefined),2,-10,-5
CC1CCN(c2ccc(NC(=O)COCc3ccccc3)cc2C(=O)NCc2ccc(F)cc2)CC1,18,0,-3
CC(C)(C)c1ccc(S(=O)(=O)NCc2ccc3c(c2)OCO3)cc1,4,-7,x
CCCOc1ccccc1C(=O)N1CCOC(c2ccc(F)cc2)C1 (centres undefined),-7,-9,-13
COc1ccc(-c2ccc(SCC(=O)c3ccccc3)nn2)cc1OC,-2,4,-7
Cc1cc(C)cc(NC(=O)Cn2nc3ccc(SC(C)(C)C)nn3c2=O)c1,x,-6,-10
O=C(CSc1nnnn1-c1cccc(F)c1)N1CCc2ccccc21,10,-12,x
COc1ccc(C(=O)N(Cc2ccccc2)C2CCC(NC(=O)C3CCN(C(=O)c4ccccc4Cl)CC3)CC2)cc1 (centres undefined),45*,-5,-7
